# CHO-K1 Ca antag – M1 antagonist counterscreen hit in parental CHO-K1 cells. ATP-induced calcium, Fluo-8 fluorescence. inhibition, % at 3 µM. 360,000 compounds, 0.6% hits. AID 602250;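 active means inhibition above a per-plate cutoff, the plate's mean sample inhibition plus 3 SD, cut at about 24% in these data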;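 further: 0% = DMSO plus EC80 ATP and 100% = DMSO alone without ATP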
# CHRM5 agonist – agonists of human muscarinic M5 receptor (CHRM5); P08912; CHO-K1 hM5 cells, Fluo-8 calcium fluorescence; 0% DMSO wells, 100% maximal acetylcholine response; activation, % at 3 µM; 360,000 compounds, 0.19% hits;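 active means activation above the run's mean over test compounds plus 3 SD, cut at about 23% in these data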;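 further: signal is peak over basal fluorescence ratio across the kinetic read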
# Target sequence (P08912 whole entry, looked up): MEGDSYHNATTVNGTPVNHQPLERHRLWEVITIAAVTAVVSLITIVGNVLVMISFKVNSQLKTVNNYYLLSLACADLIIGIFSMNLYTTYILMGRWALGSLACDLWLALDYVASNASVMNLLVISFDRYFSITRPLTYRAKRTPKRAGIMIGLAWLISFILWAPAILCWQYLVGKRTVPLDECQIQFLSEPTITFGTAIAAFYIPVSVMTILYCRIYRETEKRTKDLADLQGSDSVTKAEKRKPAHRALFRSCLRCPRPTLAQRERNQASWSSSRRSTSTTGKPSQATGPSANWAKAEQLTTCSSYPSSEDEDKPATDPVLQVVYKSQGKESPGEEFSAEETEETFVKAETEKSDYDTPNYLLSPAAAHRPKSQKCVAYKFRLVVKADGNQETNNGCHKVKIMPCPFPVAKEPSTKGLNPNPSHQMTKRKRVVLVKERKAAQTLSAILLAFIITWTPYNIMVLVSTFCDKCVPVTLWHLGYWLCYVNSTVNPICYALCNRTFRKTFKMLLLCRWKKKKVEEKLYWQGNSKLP
# CHRM5 PAM – potentiates acetylcholine response at human M5 receptor | CHO-K1 hM5, Fluo-8 calcium, ACh EC20 PAM; 0% = ACh EC20, 100% = ACh EC100 | activation, % at 3 µM | 360,000 compounds, 0.3% hits;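 active means activation above the run cutoff, the mean activation of all test compounds plus 3 SD, cut at about 18% in these data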
#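 system = human M5 receptor in CHO-K1 cells | reagent = EC20 acetylcholine as agonist stimulus | compound dosing = single-point, 3 µM nominal | incubation = Fluo-8 loading 80 min at 37 °C plus 30 min room temperature | detection = Fluo-8 calcium dye fluorescence, kinetic read | benchmarks = low control EC20 acetylcholine (0%), high control EC100 acetylcholine (100%)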
# CHRM5 antagonist – CHRM5 antagonism in calcium assay; P08912; 360,000 compounds, 0.59% hits; AID 624040; CHO-hM5 cells, Fluo-8 calcium fluorescence, ACh EC80; inhibition, % at 3 µM;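 active means inhibition above a per-plate cutoff, the mean of that plate's test compounds plus 3 SD, cut at about 27% in these data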;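 further: 0% = acetylcholine EC80 with DMSO and 100% = DMSO without agonist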
# M1 ag parental – M1 agonist counterscreen hit in parental CHO-K1 cells; 360,000 compounds, 0.48% hits; Fluo-8 calcium fluorescence; scaled to maximal ATP response, vehicle zero; activation, % at 3 µM; AID 602248; in the data active means activation above about 15%;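 further: untransfected CHO-K1 host cells lacking M1 receptor as counterscreen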
# M1 PAM parental – M1 PAM counterscreen hit in parental CHO-K1 cells; ATP EC20, Fluo-8 calcium fluorescence; 0% at ATP EC20, 100% at ATP max; activation, % at 3 µM; 360,000 compounds, 0.02% hits;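 active means activation above the run cutoff, the mean activation of all test compounds plus 3 SD, cut at about 40% in these data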;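 further: peak over basal fluorescence ratio in a 140 s read after ATP addition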
# M4 ag – agonists of human muscarinic M4 receptor (CHRM4) | activation, % at 3 µM | AID 624127 | CHO-K1 hM4/Gqi5, Fluo-8 calcium fluorescence; vehicle 0%, full acetylcholine response 100% | P08173 | 360,000 compounds, 0.14% hits;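 active means activation above the run mean over all test wells plus 3 SD, cut at about 32% in these data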;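 further: peak over basal fluorescence ratio per well then scaled between controls; 0% = DMSO wells and 100% = acetylcholine at EC100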
# Target sequence (P08173 whole entry, looked up): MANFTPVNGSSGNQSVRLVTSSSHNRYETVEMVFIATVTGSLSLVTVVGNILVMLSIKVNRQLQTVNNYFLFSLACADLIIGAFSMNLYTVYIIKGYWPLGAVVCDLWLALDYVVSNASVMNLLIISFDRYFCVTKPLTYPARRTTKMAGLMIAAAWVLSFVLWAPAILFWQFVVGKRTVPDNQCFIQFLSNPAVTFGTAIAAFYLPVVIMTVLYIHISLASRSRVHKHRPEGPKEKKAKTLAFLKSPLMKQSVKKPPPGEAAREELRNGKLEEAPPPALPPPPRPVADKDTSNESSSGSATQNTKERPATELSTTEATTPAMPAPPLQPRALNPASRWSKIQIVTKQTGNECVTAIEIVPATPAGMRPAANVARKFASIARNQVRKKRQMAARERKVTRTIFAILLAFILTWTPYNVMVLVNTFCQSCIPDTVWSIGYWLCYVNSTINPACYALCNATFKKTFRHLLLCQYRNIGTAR
# CHRM4 antagonist – CHRM4 antagonism in calcium assay; 360,000 compounds, 0.73% hits; P08173; AID 624125; CHO-hM4 cells, ACh EC80, Fluo-8 calcium fluorescence; inhibition, % at 3 µM;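 active means inhibition above its plate's cutoff, the mean inhibition of sample wells plus 3 SD, cut at about 27% in these data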;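 further: 0% = acetylcholine EC80 with DMSO and 100% = DMSO without agonist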
# M4 PAM – positive allosteric modulators of human muscarinic M4 receptor; P08173; CHO-K1 hM4/Gqi5, Fluo-8 calcium fluorescence, ACh EC20; 0% = ACh EC20, 100% = maximal ACh; activation, % at 3 µM; 360,000 compounds, 0.4% hits; AID 624126;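 active means activation above its plate's cutoff, the mean activation of sample wells plus 3 SD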; further: some results filed as inactive read as strong as hits
# Starred values were filed as active, the others as inactive. Hits appear at their usual frequency; overall some 2.7% were active at least once.
SMILES,CHO-K1 Ca antag,CHRM5 agonist,CHRM5 PAM,CHRM5 antagonist,M1 ag parental,M1 PAM parental,M4 ag,CHRM4 antagonist,M4 PAM
COc1ccc(Cc2nc3ccc(C(=O)N(C)Cc4cc(C)[nH]n4)cc3o2)cc1OC,-13,0,3,-3,1.3,11,3,-7,7
CC1(C)CC(=O)C(/C=N/c2ncccc2C(=O)O)=C(O)C1,-7,-2,-1,-3,0.3,19,-1,9,1
C=CCOc1cccc(C(=O)N2CCCC(CNS(=O)(=O)c3cccs3)C2)c1 (configuration not stated),-7,0,0,12,-0.4,13,2,-7,-3
O=C(CN1C(=O)c2ccccc2C1=O)Nc1ccccc1F,-3,-3,0,-5,-0.1,13,1,3,0
COc1ccc(NC(=O)c2cc(-c3cccs3)on2)c(OC)c1,-16,-2,-2,11,0.5,-9,1,7,-7
Cc1ccc(C(=O)N/N=C/c2c[nH]c3ccccc23)o1,-7,-3,3,14,0.3,10,1,-5,1
CC(=O)c1ccc(-c2nnc(CCC(=O)N3CCCC(C(=O)CC(C)C)C3)o2)s1 (configuration not stated),-10,-1,0,-4,2.1,8,3,6,-4
CCCC1CC(CSC(=N)N)OC1=O (configuration not stated),-6,-6,5,6,-0.1,7,0,-1,-3
CCc1c(O)nc(SCC(=O)Nc2ccccc2C)[nH]c1=O,-14,1,-2,2,0.7,17,1,8,25
COc1ccc(CCNC(=O)Cn2cnc3ccccc3c2=O)cc1OC,0,0,-2,0,0.0,12,1,-3,2
O=C(CN1CCN(c2ccccc2F)CC1)c1ccc(O)c(O)c1,-4,-3,-6,10,0.0,3,1,3,-5
CCOC(=O)c1c2c([nH]c(=S)c1C#N)CCCC2,-6,4,1,-1,6.8,22,1,-13,6
Cc1ccc(NC(=O)CCS(=O)(=O)c2ccc3nc(C)sc3c2)cc1,2,0,-3,-1,0.6,-1,1,-10,-6
COc1cccc(CNC(=O)[C@@H]2CCCN2)c1,-20,2,-6,3,0.6,19,0,0,6
COc1ccc(N2C(=O)c3cc4ccccc4cc3C2=O)cc1,-11,-1,-2,9,3.6,18,5,-5,-5
Cc1ccc(NC(=O)CCCN2C(=O)C(c3ccccc3)Oc3cccnc32)c(C)c1 (configuration not stated),-3,-1,0,7,0.5,0,0,3,0
COc1ccc(C)cc1NC(=O)COC(=O)c1ccc2c(c1)OCO2,2,0,-4,8,-0.1,-20,-1,1,8
O=C(C1CCN(CC2CCCCC2)CC1)N1CCCC1,-14,2,-2,-1,0.9,17,1,-6,0
CCN(CC)S(=O)(=O)c1ccc(C(=O)NCCN2C(=O)S/C(=C\c3cccnc3)C2=O)cc1,-3,0,-2,6,2.0,-10,5,-4,-6
O=C(NC1CCCCC1)C1CCN(S(=O)(=O)c2cccc3nsnc23)CC1,-10,2,3,-3,3.9,19,2,-9,16
COc1ccc(N(CC(=O)NN=C2CCCC2)S(=O)(=O)c2ccccc2)cc1,-26,2,-12,2,-0.3,-11,-1,-6,-2
COc1ccc(Cl)cc1NC(=O)CN1CCN(S(=O)(=O)c2ccc(F)cc2)CC1,-10,-2,-5,10,0.4,-14,0,-7,-3
CCCCNS(=O)(=O)c1ccc(NC(=O)Cc2ccc(OC)cc2)cc1,-15,8,-11,15,10,19,19,-4,-2
O=C(Nc1nccs1)c1ccc2c(c1)OCO2,-18,-3,-5,1,1.2,11,0,12,-1
CCc1cc(=O)[nH]c(SCc2cccnc2)n1,-9,0,0,4,-0.2,9,-2,13,3
CC(C)[N+](C)(C)CC(O)CN(c1ccccc1)c1ccccc1 (configuration not stated),-5,-17,-35,27*,0.0,7,0,17,-22
CCCCN(C(=O)C1CC(=O)N(c2ccc3c(c2)OCCO3)C1)c1c(N)n(CCCC)c(=O)[nH]c1=O (configuration not stated),-13,0,-1,6,-0.2,-10,0,3,9
Nc1n[nH]c(CCCO)n1,-10,0,1,-5,0.6,20,1,-8,9
COc1ccccc1-c1cnc(C(O)c2cccc(C)c2C)[nH]1 (configuration not stated),0,0,-4,14,1.3,-3,2,17,-8
Cc1ccc(NC(=O)CCSCCc2ccccn2)cc1,-10,-2,5,5,0.4,-7,1,1,-3
O=C(O[C@H]1[C@H](Cc2ccccc2)NS(=O)(=O)[C@H]2C[C@@H]3C=C[C@]12O3)c1ccc([N+](=O)[O-])cc1,-9,8,0,-9,0.4,3,6,-10,13
Cc1csc(NC(=O)CSc2nnc(C)s2)n1,-5,-2,4,-11,0.1,6,0,-6,13
CCCCOc1ccc(C2CCC(C(C)=O)C(C)C2)cc1 (configuration not stated),-9,-2,1,9,0.5,-9,0,2,0
COC(=O)COc1ccc(S(=O)(=O)NCCC2=CCCCC2)cc1Cl,-19,3,-14,1,4.7,4,6,6,-4
O=C(Nc1ccccc1)C1=C[C@H](c2csc3ccccc23)C[C@H](OCCCCO)O1,-7,4,-2,4,0.6,12,5,2,11
COC(=O)c1ccc2c(=O)n(-c3ccc(OC)cc3)c(=S)[nH]c2c1,-5,0,3,7,0.9,11,2,-5,6
Cc1ccc(C(=O)NNC(=O)CSc2nc(N)cc(N)n2)cc1,-2,-1,1,2,0.3,19,1,-1,2
COc1ccc(C(O)c2nc(-c3cncnc3)cs2)cc1 (configuration not stated),-12,1,2,-11,0.9,-5,3,-29,6
CCCn1cnnc1CNC(=O)C1CCC(=O)N(CCc2cccc(F)c2)C1 (configuration not stated),-3,-4,3,3,0.5,9,1,-10,8
COc1cc2[nH]c(=S)n(NC(=O)CC(C)C)c(=O)c2cc1OC,-8,1,-1,1,0.6,-1,4,1,6
O=C(O)CCc1nn2c3ccccc3nc2n(-c2ccccc2)c1=O,-7,-1,-1,11,0.8,23,0,-8,-1
CCOc1ccc2[nH]cc(-c3csc(N)n3)c2c1,2,1,-6,13,4.7,-3,12,-7,7
O=c1c(Cl)c(NCc2ccc(F)cc2)cnn1C12CC3CC(CC(C3)C1)C2,-6,-1,-4,0,0.6,16,-1,-4,-4
CC(C)(C)S(=O)(=O)c1ccccc1-c1noc(-c2ccccc2)c1C(N)=O,-1,4,15,-3,0.6,-5,1,8,7
CS(=O)(=O)c1ccccc1C(=O)N(CCC1=CCCCC1)c1c(N)n(Cc2ccccc2)c(=O)[nH]c1=O,-4,-3,1,-4,0.8,18,1,0,-5
Cc1ccc(C(=O)N2NC(c3ccc(F)cc3)C3C(=O)N(c4ccc(C)cc4)C(=O)C32)cc1 (configuration not stated),-1,0,1,-8,-0.2,13,3,-13,-2
OCc1ccc(-c2cncc3nccn23)cc1,-10,0,-3,8,0.7,3,1,-11,8
Cc1cccc(NS(=O)(=O)c2ccc(C(=O)N3CC(C)OC(C)C3)cc2)c1C (configuration not stated),5,10,-4,5,3.2,-24,7,-2,-4
O=C(Nc1nncs1)c1ccccc1Br,-13,-3,7,-6,0.2,19,1,-16,-1
CCc1ccc(C(=O)C(C)OC(=O)Cn2[nH]c(=O)c3ccccc3c2=O)cc1 (configuration not stated),-8,-4,-2,5,1.8,-2,4,1,11
# (continued)
SMILES,CHO-K1 Ca antag,CHRM5 agonist,CHRM5 PAM,CHRM5 antagonist,M1 ag parental,M1 PAM parental,M4 ag,CHRM4 antagonist,M4 PAM
COc1ccc2[nH]cc(C(=O)NCCc3ccccc3)c(=O)c2c1,5,3,-6,1,2.9,6,9,2,-5
C=CCc1cc(/C=C2/NC(=S)NC2=O)cc(OC)c1O,3,-3,-8,15,1.0,9,2,4,-1
CCn1cc(/C=C(\NC(=O)c2ccc(OC)c(OC)c2)C(=O)N2CCOCC2)c2ccccc21,-8,-2,-1,3,4.5,10,7,-2,0
CC(C)OC(=O)c1cc(NC(=O)c2nn(C)cc2Br)cc(C(=O)OC(C)C)c1,-4,0,-3,0,0.6,19,1,1,5
O=C(COC(=O)c1cc([N+](=O)[O-])ccc1NCCO)Nc1ccc2c(c1)OCO2,1,0,-8,16,1.6,7,4,-3,-5

# Some of the entries so far, with two lines to a compound:
# Below each SMILES: CHO-K1 Ca antag | CHRM5 agonist | CHRM5 PAM | CHRM5 antagonist | M1 ag parental | M1 PAM parental | M4 ag | CHRM4 antagonist | M4 PAM
- O=C(COC(=O)c1cc([N+](=O)[O-])ccc1NCCO)Nc1ccc2c(c1)OCO2
    1 | 0 | -8 | 16 | 1.6 | 7 | 4 | -3 | -5
- C=CCc1cc(/C=C2/NC(=S)NC2=O)cc(OC)c1O
    3 | -3 | -8 | 15 | 1.0 | 9 | 2 | 4 | -1

# 16 entries from above, set out differently:
# Every second line gives: CHO-K1 Ca antag	CHRM5 agonist	CHRM5 PAM	CHRM5 antagonist	M1 ag parental	M1 PAM parental	M4 ag	CHRM4 antagonist	M4 PAM
> COc1ccc(Cc2nc3ccc(C(=O)N(C)Cc4cc(C)[nH]n4)cc3o2)cc1OC
    -13	0	3	-3	1.3	11	3	-7	7
> CC1(C)CC(=O)C(/C=N/c2ncccc2C(=O)O)=C(O)C1
    -7	-2	-1	-3	0.3	19	-1	9	1
> C=CCOc1cccc(C(=O)N2CCCC(CNS(=O)(=O)c3cccs3)C2)c1 (configuration not stated)
    -7	0	0	12	-0.4	13	2	-7	-3
> O=C(CN1C(=O)c2ccccc2C1=O)Nc1ccccc1F
    -3	-3	0	-5	-0.1	13	1	3	0
> COc1ccc(NC(=O)c2cc(-c3cccs3)on2)c(OC)c1
    -16	-2	-2	11	0.5	-9	1	7	-7
> Cc1ccc(C(=O)N/N=C/c2c[nH]c3ccccc23)o1
    -7	-3	3	14	0.3	10	1	-5	1
> CC(=O)c1ccc(-c2nnc(CCC(=O)N3CCCC(C(=O)CC(C)C)C3)o2)s1 (configuration not stated)
    -10	-1	0	-4	2.1	8	3	6	-4
> CCCC1CC(CSC(=N)N)OC1=O (configuration not stated)
    -6	-6	5	6	-0.1	7	0	-1	-3
> CCc1c(O)nc(SCC(=O)Nc2ccccc2C)[nH]c1=O
    -14	1	-2	2	0.7	17	1	8	25
> COc1ccc(CCNC(=O)Cn2cnc3ccccc3c2=O)cc1OC
    0	0	-2	0	0.0	12	1	-3	2
> O=C(CN1CCN(c2ccccc2F)CC1)c1ccc(O)c(O)c1
    -4	-3	-6	10	0.0	3	1	3	-5
> CCOC(=O)c1c2c([nH]c(=S)c1C#N)CCCC2
    -6	4	1	-1	6.8	22	1	-13	6
> Cc1ccc(NC(=O)CCS(=O)(=O)c2ccc3nc(C)sc3c2)cc1
    2	0	-3	-1	0.6	-1	1	-10	-6
> COc1cccc(CNC(=O)[C@@H]2CCCN2)c1
    -20	2	-6	3	0.6	19	0	0	6
> COc1ccc(N2C(=O)c3cc4ccccc4cc3C2=O)cc1
    -11	-1	-2	9	3.6	18	5	-5	-5
> Cc1ccc(NC(=O)CCCN2C(=O)C(c3ccccc3)Oc3cccnc32)c(C)c1 (configuration not stated)
    -3	-1	0	7	0.5	0	0	3	0
